mIAP activ – mouse IAP activation; muIAP, CDP-Star luminescence, 30 min; active compounds read high; 1 = vehicle-only enzyme signal, 0 = enzyme-free wells; activation factor at 10 µM; 330,000 tested, 0.24% active;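 active means activation factor of at least 2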; further: the source names both 10 and 20 µM as test concentration; values of inactives mirror those of a sister screen read the other way
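System: mouse IAP enzyme. Reagent: CDP-Star chemiluminescent phosphatase substrate. Benchmarks: DMSO wells, no-enzyme wells. Times: 30 min enzyme-substrate-compound incubation at room temperature. Detection: luminescence from enzymatic CDP-Star hydrolysis. Doses: test compounds delivered from DMSO solution.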
ATG4B inh – ATG4B (human) cysteine protease inhibition; 340,000 tested, 0.51% active; Q9Y4P1; ATG4B cleavage of LC3-PLA2, NBD-HPC fluorescence, 1 h; inhibition, % at 8.33 µM; in the data active means inhibition above about 40%
PfG6PD inh – PfG6PD (Plasmodium falciparum) enzyme inhibition | PfGluPho enzyme, NADPH resazurin-diaphorase fluorescence | inhibition, % at 20 µM | 350,000 tested, 0.78% active | AID 504690;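 active means inhibition reaching at least a set limit at 20 µM in the primary screen, cut at about 59% in these data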;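 further: 0% = DMSO wells with substrate and 100% = DMSO wells lacking glucose-6-phosphate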
HKDC1 inhibitor – blocks human hexokinase HKDC1 activity; recombinant HKDC1, G6PDH/diaphorase resazurin coupled fluorescence; inhibition, % at 20 µM; 340,000 tested, 0.16% active; AID 493160;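 active means inhibition above about 35% when tested at 20 µM, limit read from the data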;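 further: plate controls were DMSO wells with enzyme for no effect and DMSO wells lacking enzyme for full effect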
Target sequence (Q2TB90 whole entry, looked up): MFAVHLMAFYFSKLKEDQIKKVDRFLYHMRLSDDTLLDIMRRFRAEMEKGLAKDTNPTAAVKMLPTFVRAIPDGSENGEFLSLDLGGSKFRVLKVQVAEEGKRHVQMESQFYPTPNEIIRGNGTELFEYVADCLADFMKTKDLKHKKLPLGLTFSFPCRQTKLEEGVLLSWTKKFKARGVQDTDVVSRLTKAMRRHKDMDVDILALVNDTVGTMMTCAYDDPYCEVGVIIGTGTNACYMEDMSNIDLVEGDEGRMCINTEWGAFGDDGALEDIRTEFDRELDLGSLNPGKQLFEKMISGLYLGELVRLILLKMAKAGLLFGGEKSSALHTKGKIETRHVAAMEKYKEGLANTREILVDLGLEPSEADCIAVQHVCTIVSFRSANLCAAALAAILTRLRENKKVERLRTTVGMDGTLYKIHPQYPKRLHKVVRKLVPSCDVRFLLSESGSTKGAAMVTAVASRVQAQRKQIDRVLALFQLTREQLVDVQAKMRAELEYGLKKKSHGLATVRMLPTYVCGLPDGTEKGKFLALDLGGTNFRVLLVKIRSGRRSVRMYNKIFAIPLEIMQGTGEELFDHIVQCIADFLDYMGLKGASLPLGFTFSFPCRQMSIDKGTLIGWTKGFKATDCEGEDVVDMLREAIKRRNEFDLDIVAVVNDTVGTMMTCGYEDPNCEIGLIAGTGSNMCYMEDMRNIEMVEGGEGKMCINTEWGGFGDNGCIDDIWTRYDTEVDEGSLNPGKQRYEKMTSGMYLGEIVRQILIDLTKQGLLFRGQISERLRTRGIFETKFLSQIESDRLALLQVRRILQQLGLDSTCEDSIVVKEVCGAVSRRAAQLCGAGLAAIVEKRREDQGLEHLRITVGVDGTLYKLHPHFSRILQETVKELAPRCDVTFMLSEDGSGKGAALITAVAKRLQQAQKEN
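Incubation: 90 min at room temperature in dark / Material: recombinant HKDC1 (HK5) hexokinase enzyme, produced in-house / Quantity: enzyme 5 µg/mL final / Compound: one dose of 20 µM, 1% DMSO / Reagent: glucose and ATP substrates / Buffer or medium: Tris pH 8.0 buffer with MgCl2, Tween-20, BSA, BME / Technique: resorufin fluorescence at 613 nm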
APOBEC3A inh – inhibitors of human APOBEC3A DNA deaminase; P31941; recombinant A3A, FAM/TAMRA ssDNA deamination fluorescence; inhibition, % at 20 µM; 330,000 tested, 0.41% active; AID 493011;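 active means at least 40% inhibition at 20 µM here, with at most 30% in a related deaminase screen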;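 further: plate controls were A3A with DMSO for no effect and wells lacking A3A enzyme for full effect; some results filed as inactive read as strong as hits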
Target sequence (P31941 whole entry, looked up): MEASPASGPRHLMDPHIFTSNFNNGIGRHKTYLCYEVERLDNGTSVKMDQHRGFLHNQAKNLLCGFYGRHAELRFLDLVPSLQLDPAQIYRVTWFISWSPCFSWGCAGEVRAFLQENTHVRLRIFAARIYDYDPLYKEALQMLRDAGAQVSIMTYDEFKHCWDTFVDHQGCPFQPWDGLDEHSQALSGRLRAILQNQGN
mIAP block – blocks mouse intestinal alkaline phosphatase; inhibition, % at 10 µM; purified mouse IAP, CDP-Star luminescence, 30 min; 330,000 tested, 0.2% active;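 active means inhibition of at least 40% at 10 µM in the primary screen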;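 further: plate controls were DMSO with enzyme for no effect and no enzyme wells for full effect; values of inactives mirror those of a sister screen read the other way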
hIAP inh – human IAP inhibition | purified IAP, CDP-Star luminescence, 30 min | P09923 | inhibition, % at 10 µM | 330,000 tested, 0.12% active | AID 2544;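 active means inhibition reaching a set limit with compound at 10 µM in the primary screen, cut at about 35% in these data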;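 further: plate controls were DMSO wells with enzyme for no effect and no-enzyme buffer wells for full effect; values of inactives mirror those of a sister screen read the other way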
hIAP activ – increases human intestinal alkaline phosphatase activity; activation factor at 10 µM; 330,000 tested, 0.16% active; purified human IAP, CDP-Star luminescence, 30 min; active compounds read high; 1 = vehicle-only enzyme, 0 = enzyme-free background;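 active means activation factor of the enzyme at least 2-fold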; further: the source names both 10 and 20 µM as test concentration; values of inactives mirror those of a sister screen read the other way
Active calls of the source: *.

Values run as follows: PfG6PD inh	hIAP inh	ATG4B inh	APOBEC3A inh	HKDC1 inhibitor	mIAP activ	hIAP activ	mIAP block
Cc1ccc(NS(=O)(=O)c2cc(C(=O)NCc3ccccn3)ccc2Cl)cc1
→ -1	9	-1	-2	0	1	0.91	0
O=C(C1CCN(S(=O)(=O)c2ccccc2)CC1)N1CCN(c2ccccc2F)CC1
→ 0	9	3	-2	-1	1	0.91	-2
O=C(CSc1nnc(-c2ccc(F)cc2)n1-c1ccccc1)NCCN1C(=O)CSC1=O
→ 1	0	22	1	-12	0.94	1	6
CSCCC(NC(=O)CCNC(=O)c1ccccc1Cl)c1nc2ccccc2[nH]1 (stereo not given)
→ -19	-1	5	0	-2	1	1	-2
O=C(c1cccs1)N(Cc1ccc(F)cc1)C1CCS(=O)(=O)C1 (stereo not given)
→ -17	-11	-3	7	4	1.1	1.1	-10
CSc1ccc(S(=O)(=O)NC2CC2)cc1
→ -3	-1	-2	0	4	1	1	-3
COc1ccc(-n2nc(C(=O)NCC(=O)Nc3ccc(F)cc3)c3ccccc3c2=O)cc1
→ -17	3	0	-3	-5	0.94	0.97	6
COc1ccc(OC)c(-c2cc(C(=O)N3CCN(c4ccccc4)CC3)no2)c1
→ 5	12	5	0	4	0.91	0.88	9
Cc1ccc(NC(=O)c2cccc(S(=O)(=O)N3CCc4ccccc4C3)c2)nc1
→ -1	-27	4	0	0	0.93	1.3	7
COc1cccc(N2CCN(C(=O)c3ccc(CS(=O)Cc4ccc(Cl)cc4)o3)CC2)c1 (stereo not given)
→ -17	-6	-5	-3	-1	0.98	1.1	2
O=C(COc1ccc(S(=O)(=O)N2CCCC2)cc1)Nc1ccc2c(c1)OCCO2
→ -22	4	-1	1	-2	1.1	0.96	-14
O=C(COC(=O)c1cccc(S(=O)(=O)N2CCCCC2)c1)NC1CCCc2ccccc21 (stereo not given)
→ -14	-11	4	-5	-6	1	1.1	-2
O=C(O)C(Cc1cc(Cl)ccc1Cl)Sc1nc2ccccc2[nH]1 (stereo not given)
→ 0	-5	-3	2	-4	0.88	1.1	12
Cc1oc2c(c(C)cc3oc(=O)c(CC(=O)NCCCO)c(C)c32)c1C
→ 3	1	-5	-2	8	0.98	0.99	2
O=C(CSc1n[nH]c(-c2ccncc2)n1)Nc1ccc(F)cc1
→ -8	7	2	0	-4	1.1	0.93	-7

Single records, as listed above.
Profile of O=C(COC(=O)c1cccc(S(=O)(=O)N2CCCCC2)c1)NC1CCCc2ccccc21 (stereo not given) → PfG6PD inh = -14; hIAP inh = -11; ATG4B inh = 4; APOBEC3A inh = -5; HKDC1 inhibitor = -6; mIAP activ = 1; hIAP activ = 1.1; mIAP block = -2
Profile of O=C(C1CCN(S(=O)(=O)c2ccccc2)CC1)N1CCN(c2ccccc2F)CC1 → PfG6PD inh = 0; hIAP inh = 9; ATG4B inh = 3; APOBEC3A inh = -2; HKDC1 inhibitor = -1; mIAP activ = 1; hIAP activ = 0.91; mIAP block = -2

(continued)
Values run as follows: PfG6PD inh	hIAP inh	ATG4B inh	APOBEC3A inh	HKDC1 inhibitor	mIAP activ	hIAP activ	mIAP block
CCOC(=O)C1=NN(C(C)=O)C2(CC(=O)N(c3ccc(C)c(C)c3)C2=O)C1 (stereo not given)
→ -8	-12	-5	2	-9	0.98	1.1	2
Cc1cc(NC(=O)C2CCCN2C(=O)Nc2cccc(Cl)c2)ccc1-n1cnnn1 (stereo not given)
→ -14	12	-4	3	-6	1.1	0.88	-7
CC(=O)Nc1ccc(N(C(=O)CNC(=O)c2ccco2)C(C(=O)NCC2CCCO2)c2ccccc2)cc1 (stereo not given)
→ 3	12	0	-2	-7	1	0.88	0
COc1cccc(/C=N/NC(=O)C(=O)NCc2ccco2)c1OC
→ 2	-26	-3	1	-10	0.94	1.3	6
CCOc1ccc(S(=O)(=O)N/N=C2/CC(c3ccccc3)Oc3ccccc32)cc1 (stereo not given)
→ -9	14	15	0	1	1	0.86	-2
O=C(Cn1cccc1C(=O)c1ccccc1)NCCN1CCCCCC1
→ -1	-4	0	-1	-4	1	1	-2
COc1cccc(NS(=O)(=O)CC23CCC(CC2=O)C3(C)C)c1 (stereo not given)
→ 1	-4	-2	1	-1	1	1	-2
COc1ccc(C2CC(c3cccs3)Nc3nnnn32)cc1 (stereo not given)
→ -15	6	-1	-8	-6	1	0.94	-4
COCC(=O)n1nc(NCc2ccc(OC)cc2)nc1NCc1ccc(OC)cc1
→ -13	10	-17	-2	4	0.9	0.9	10
CCOc1ccccc1N1C(=O)c2ccc(S(=O)(=O)c3ccc(C(=O)O)cc3)cc2C1=O
→ -8	11	-6	-2	-2	0.94	0.89	6
Cc1sc2ncn(CC(=O)N3CCN(c4ccccc4F)CC3)c(=O)c2c1S(=O)(=O)N1CCOCC1
→ 2	-16	-2	-2	-5	0.97	1.2	3
O=C(NC1C2CC3CC(C2)CC1C3)c1ccc(N2CCNCC2)c([N+](=O)[O-])c1 (stereo not given)
→ 9	5	-11	-5	1	0.92	0.95	8
CCCc1cc(=O)[nH]c(Nc2ccc(N3CCCCC3)cc2)n1
→ 20	-8	6	-4	10	0.95	1.1	5
COc1ccc(NC(=O)Cn2c(=O)n(CC(=O)NCc3ccco3)c(=O)c3ccccc32)cc1
→ -16	3	-2	4	-3	0.97	0.97	3
COc1cc(/C=N/NC(=O)C2=NNC(=O)C2C)ccc1O (stereo not given)
→ 11	0	-4	4	-1	0.98	1	2
O=C(CCC(=O)N1CCOc2ccccc21)NC1CCCCCC1
→ -7	-6	0	-2	-4	1	1.1	-2
O=C(CCSCCc1ccccn1)Nc1c(F)cc(F)cc1Br
→ -12	-7	2	-1	15	0.97	1.1	3
O=C(NS(=O)(=O)Oc1ccc(F)cc1F)OC[C@@H]1CCCN2CCCCC12 (stereo not given in full)
→ -1	-27	1	5	0	1.1	1.3	-8
Cc1cc2nsnc2c(S(=O)(=O)N2CCN(C)CC2)c1C
→ 2	-20	-2	-6	-6	1	1.2	-4
COc1cccc(-c2nc3ccc(C(=O)N4CCCC(O)C4)cc3o2)c1 (stereo not given)
→ -8	-49	-1	-3	-2	1	1.5	-4
CC(C)C(NC(=O)c1ccc(C(C)(C)C)cc1)C(=O)NCc1ccccn1 (stereo not given)
→ 0	15	-3	-4	0	1.1	0.85	-9
COc1ccc(C(C)(C)NC(=O)C2CCC(=O)N(C3CC3)C2)cc1OC (stereo not given)
→ -21	-14	12	6	2	1	1.1	-3
CSc1ncccc1C(=O)Nc1nnc(C2CC2)s1
→ -9	4	-2	-2	-9	0.97	0.96	3
COc1ccc(OC)c(-c2nn(-c3ccccc3)cc2C(=O)N2CCc3ccccc3C2)c1
→ 10	17	0	-1	3	1	0.83	-2
Cc1ccc(S(=O)(=O)Nc2ccc(NC(=O)c3ccc(F)cc3)cc2)cc1
→ 9	-3	-4	-2	-8	0.95	1	5
O=C(CCC(=O)c1ccc(F)cc1)Nc1cc(Cl)cc(Cl)c1
→ -1	11	0	1	-5	0.94	0.89	6
CC(C)c1ccc(S(=O)(=O)N2CCN(C(=O)C3=COCCO3)CC2)cc1
→ -3	6	-11	-3	0	0.93	0.94	7
COc1ccccc1NC(=O)c1ccc(C)c(S(=O)(=O)N2CCCCC2)c1
→ 0	1	7	0	5	1.1	0.99	-11
O=C(NCC(=O)N1CCN(c2ccccc2)CC1)c1ccco1
→ -3	23	-3	-4	-5	1	0.77	-3
COCCNC(=O)C(c1ccc(O)cc1)N(C(=O)CCC(=O)Nc1nccs1)c1ccc(C)cc1 (stereo not given)
→ 4	7	-6	0	-11	0.93	0.93	7
COc1cccc(NC(=O)CC2S/C(=N\S(=O)(=O)c3ccccc3)N(c3ccccc3)C2=O)c1 (stereo not given)
→ 4	11	-22	-1	1	0.9	0.89	10
CCCc1nc(NCCO)c(C#N)c2c1CCCC2
→ 5	-10	-5	-2	-2	1.1	1.1	-5
CCn1cc(C(=O)N[C@H](C(=O)NCCCOC)C(C)C)c(=O)c2cc3c(cc21)OCO3
→ -5	3	0	-3	-7	0.92	0.97	8
O=C(NCCC(c1ccccc1)c1ccccc1)c1cnc2sccn2c1=O
→ 9	10	3	0	-10	0.85	0.9	14
COc1ccccc1NC(=O)CSc1ncnc2c1oc1ccccc12
→ 2	18	6	3	-8	0.89	0.82	11
CCc1ccccc1NC(=O)c1noc(C(C)C)c1[N+](=O)[O-]
→ -2	2	1	-2	-5	0.93	0.98	7
CC(=O)c1sc(NC(=O)COc2ccc(C(C)C)c(C)c2)nc1C
→ -1	8	-3	3	-6	0.99	0.92	1
Cc1nnc(-c2cccc(Br)c2)c2cn(-c3cccc(Br)c3)nc12
→ -14	18	2	-2	10	0.84	0.82	16
CCOc1ccc(-c2noc(CCC(N)=O)n2)cc1OCC
→ -3	-2	3	0	-7	1.1	1	-5
O=C(COC(=O)CC(c1ccccc1)c1ccccc1)Nc1cccc(F)c1
→ -2	14	3	1	-3	1.2	0.86	-22
NC1=NC[C@H](CC2CCCCC2)N1CCc1cc(C(F)(F)F)cc(C(F)(F)F)c1
→ 3	8	18	1	-2	0.93	0.92	7
COc1ccc(-c2nc3c(Br)c(N)c(Br)cc3o2)cc1
→ -7	9	-6	1	-12	0.86	0.91	14
COc1ccc(NC(=O)CSc2nnc(CNC(=O)c3ccco3)o2)cc1
→ -7	-7	4	0	-12	0.96	1.1	4
O=C(CN1C(=O)c2cccc([N+](=O)[O-])c2C1=O)NCc1ccccc1
→ 5	18	-5	-1	-2	1.1	0.82	-7
O=C(NCc1ccccc1)C(c1ccc(Cl)cc1)N(C(=O)c1csnn1)C1CC1 (stereo not given)
→ -24	20	6	-1	7	0.99	0.8	1
CCc1nnc(NC(=O)CSc2nnc(CSc3nc(C)cc(C)n3)o2)s1
→ -4	-9	-7	-3	-6	0.88	1.1	12
COc1ccc(/C=C/C(=O)Nc2ccncc2)cc1OC
→ 4	0	-2	1	-5	1	1	-2
COC(=O)c1ccc(CNC(=O)COC(=O)COc2ccc(OC)cc2)cc1
→ -13	-7	-8	-4	-8	1.1	1.1	-8
CC(C)N1CCN(Cc2ccc(-c3ccccc3Cl)o2)CC1CCO (stereo not given)
→ 3	8	-3	0	9	0.99	0.92	1
O=C1C2CCCN2c2ccc(S(=O)(=O)N3CCOCC3)cc2N1Cc1ccccc1F (stereo not given)
→ 16	-6	-11	-3	3	0.92	1.1	8
CCN(CC)CCCN1CC(O)=C(c2nc3ccccc3s2)C1=N
→ -20	-5	-3	-4	-4	1.1	1.1	-10
CCc1ccccc1NS(=O)(=O)c1ccc(OC)c2ncccc12
→ -22	-2	4	-4	-2	0.92	1	8
C/C(N)=C(/C#N)C(=O)COC(=O)c1ccccc1O
→ -7	-5	-2	4	8	1	1	-2
COc1cc(C(=O)NC(=S)Nc2ccccc2[N+](=O)[O-])cc(OC)c1OC
→ -7	8	-5	-2	-11	0.98	0.92	2
COc1ccc(CN2CCN(Cc3ccccc3C(F)(F)F)CC2)c(OC)c1
→ 8	-2	4	-3	-2	1	1	-2
CCNS(=O)(=O)c1ccc(CCC(=O)N2CCN(c3cc(Cl)ccc3C)CC2)cc1
→ 11	-43	-8	-4	-1	1.1	1.4	-7
CCOc1ccc2ncc(S(=O)(=O)c3ccc(C)cc3)c(N3CCC4(CC3)OCCO4)c2c1
→ -17	-7	-5	-2	10	0.87	1.1	13
Cc1cccc(NC(=O)CCNC(=O)c2ccco2)c1C
→ 0	7	-9	1	1	0.98	0.93	2
O=C(COc1ccc(Cl)cc1Cl)NC(=S)N1CCCc2ccccc21
→ 43	-3	-8	0	0	0.96	1	4
